NIH3T3 tox = cytotoxic compounds in NIH 3T3 cells. NIH 3T3 viability, CellTiter-Glo ATP luminescence, 48-72 h. Potency, µM (titrated, usually from 96.7 µM), for inactives: top-dose activity change, negative = cytotoxicity, actives largely listed as inhibitors. 94,000 compounds, 4.3% hits; also: potency is read from the fitted curve at half-maximal effect; nearly all actives have a fitted effect of over 55% in size
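Viability of NIH 3T3 cells after 48 or 72 hr compound treatment at 37 °C was assessed by CellTiter-Glo, with luminescence imaged following a 10 min room-temperature step.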
HEK293 viab = reduces viability of HEK-293 SNCA reporter cells. Potency, µM (top dose mostly 57.1 µM), without a hit: top-dose activity change, negative = cytotoxicity, usual class: cytotoxic. HEK-293-SNCA-luc viability, GF-AFC fluorescence, 24 h. 150,000 compounds, 0.12% hits;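 also: potency is read from the fitted curve at half-maximal effect; 0% = DMSO-treated cells and -100% = medium-only wells without cells; nearly all actives have a fitted effect of over 30% in size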
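HEK-293-SNCA-luc cells (1500/well) plated 24 h, then exposed 24 h to a dilution series; GF-AFC added 30 min at 37C, fluorescence 405/540 nm; normalised to medium-only and DMSO wells, Hill fit.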
IP6K1 inh = inhibitors of human IP6K1 | 140,000 compounds, 0.81% hits | IP6K1 kinase, ADP-Glo luminescence, 2 h; active compounds read low | Q92551 | activity change, % (series mostly up to about 58 µM); in the data active = activity change below about -25%
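ADP-Glo luminescence measures ADP made by human IP6K1 during a 2 h RT reaction with ATP/IP6 (mix at 1.3 mM/130 uM); top library doses 57.5 and 19.1 uM final.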
SNCA expr inh = inhibitors of alpha-synuclein (SNCA) gene expression. HEK-293 SNCA-luciferase knock-in, luminescence, 24 h. Potency, µM (top dose mostly 57.2 µM), for the others: at the top dose activity change, negative = inhibition, hits mostly inhibitors. 140,000 compounds, 0.17% hits;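 also: potency is read from the fitted curve at half-maximal effect; plate controls were DMSO cells for no effect and cell-free wells for full effect; nearly all actives have a fitted effect of over 45% in size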
GPT2 inhibitor = inhibitors of human GPT2 alanine aminotransferase | Q8TD30 | Recombinant GPT2, coupled pyruvate oxidase/HRP Amplex Red fluorescence | Potency, µM (top dose mostly 57.7 µM), without a hit: top-dose activity change, negative = inhibition, actives largely listed as inhibitors | 100,000 compounds, 0.25% hits; also: potency is read from the fitted curve at half-maximal effect; nearly all actives have a fitted effect of over 60% in size; many of its hits are not listed in these tables
Target sequence (Q8TD30 whole entry, looked up): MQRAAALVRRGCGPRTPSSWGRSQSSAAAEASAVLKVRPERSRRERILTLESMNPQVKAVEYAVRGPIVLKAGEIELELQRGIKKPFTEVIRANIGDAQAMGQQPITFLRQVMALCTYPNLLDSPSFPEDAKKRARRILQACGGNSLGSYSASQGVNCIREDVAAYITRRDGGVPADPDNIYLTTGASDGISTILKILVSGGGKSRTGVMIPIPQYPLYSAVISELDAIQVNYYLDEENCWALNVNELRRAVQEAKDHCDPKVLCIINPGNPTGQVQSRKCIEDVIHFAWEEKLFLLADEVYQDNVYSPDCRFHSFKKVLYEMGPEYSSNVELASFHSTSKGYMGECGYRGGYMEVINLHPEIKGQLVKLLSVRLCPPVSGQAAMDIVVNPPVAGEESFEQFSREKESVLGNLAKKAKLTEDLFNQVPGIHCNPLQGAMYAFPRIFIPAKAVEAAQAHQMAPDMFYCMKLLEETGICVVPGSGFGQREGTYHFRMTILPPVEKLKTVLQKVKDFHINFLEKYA
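Fluorescence read-out: pyruvate from GPT2 turnover coupled to pyruvate oxidase, HRP and Amplex Red (0.2mM ThPP, 0.2U/mL PO and HRP, 50uM Amplex final). Substrates 250uM a-KG, 2mM L-alanine; enzyme 10ng/uL; 30 min RT.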
HEK cytotox = kills HEK 293 cells; 94,000 compounds, 6.6% hits; Potency, µM (titrated, usually from 115 µM), without a hit: at the highest dose activity change, negative = cytotoxicity, hits mostly inhibitors; HEK 293 viability, ATP luminescence (CellTiter-Glo), 48-72 h; also: potency is read from the fitted curve at half-maximal effect; nearly all actives have a fitted effect of over 60% in size
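Pintool-delivered compounds were incubated with HEK 293 cells (250 cells/well) at 37 degree Celsius for 48 or 72 hr. ATP-dependent luminescence (CellTiter-Glo) then reported remaining viable cells.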
Luciferase inh = Photinus pyralis luciferase inhibition. P08659. purified P. pyralis luciferase, luminescence, biochemical. Potency, µM (series often up to 115 µM), inactives show at the highest dose activity change, negative = inhibition, hits mostly inhibitors. 76,000 compounds, 2.5% hits; also: potency is read from the fitted curve at half-maximal effect; nearly all actives have a fitted effect of over 65% in size
Target sequence (P08659 whole entry, looked up): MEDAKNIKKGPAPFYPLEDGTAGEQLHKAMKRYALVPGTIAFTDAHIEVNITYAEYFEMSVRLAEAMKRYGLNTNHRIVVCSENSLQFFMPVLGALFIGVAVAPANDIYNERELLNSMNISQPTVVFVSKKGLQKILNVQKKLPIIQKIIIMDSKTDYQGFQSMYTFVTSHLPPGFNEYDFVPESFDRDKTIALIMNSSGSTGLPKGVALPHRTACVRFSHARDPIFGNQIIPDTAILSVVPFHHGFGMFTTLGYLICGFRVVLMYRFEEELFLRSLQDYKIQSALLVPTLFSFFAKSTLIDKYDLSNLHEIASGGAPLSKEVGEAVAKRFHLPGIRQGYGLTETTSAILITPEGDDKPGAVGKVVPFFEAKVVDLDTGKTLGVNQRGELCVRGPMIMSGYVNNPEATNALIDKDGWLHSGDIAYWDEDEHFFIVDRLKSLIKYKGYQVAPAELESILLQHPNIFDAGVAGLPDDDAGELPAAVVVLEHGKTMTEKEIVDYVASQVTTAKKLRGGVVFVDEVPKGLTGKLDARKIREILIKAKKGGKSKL
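Inhibitors were tested against purified firefly luciferase in a biochemical, low-substrate format (both substrates at 10uM) and luminescence measured with a CCD imager.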
Numbers without * were called inactive; i = inactive; ? = inconclusive; . = not tested or not shown; & = joins results of further samples; ! = a repeat was not active; [ ] = dose if it differs, or a comment. Unless noted, calls follow the shape of the dose curve; as a rule, active = well fitted curve in the direction sought with a large enough effect; inconclusive = small, poorly fitted or top-dose-only effect, or another doubt; inactive = no such curve, though single readings can be large; an effect the other way counts as inactive or inconclusive. Unless noted, % is scaled to controls: 0 for no effect and ±100 for the full control effect. Some of the compounds tested, so the mix of outcomes need not match the whole.

SMILES	NIH3T3 tox	HEK293 viab	IP6K1 inh	SNCA expr inh	GPT2 inhibitor	HEK cytotox	Luciferase inh
Cn1cc(CNC(=O)C[C@@H]2C[C@H]3O[C@H](CNCc4cnccc4C(F)(F)F)[C@@H](O)[C@H]3O2)cn1	i	-3%	-9	-16%	5%	3%	-4%
O=C(NC1CCN(c2ccc(F)cc2)C1=O)c1ccccc1C(F)(F)F (stereo not drawn)	0%	13%	-3	4%	4%	6%	-7%
CN(Cc1cccc2cnccc12)C(=O)c1cn(Cc2ccccc2F)nn1	-14%	-4%	-2	-10%	-15%	-28%	2%
CS(=O)(=O)c1ccc(CNC[C@H]2Cn3ccnc3CO2)cc1	-12%[174 µM]	-5%[87.6 µM]	-6	-12%[87.6 µM]	?	i	4%[172 µM]
O[C@H]1[C@H](NCc2ccccn2)[C@H]2CO[C@H](O2)[C@@H]1N1CCC(Cc2ccccc2)CC1	?	-4%[87.6 µM]	2	34%[activator][87.6 µM]	-11%[88.5 µM]	?	-1%[172 µM]
CCN1C(=O)CCN(Cc2cccc(OC(F)(F)F)c2)CC12CCOCC2	?	-5%	-10	1%	1%	?	3%
O=C(Nc1cccc(-c2nnc3n2CCCC3)c1)c1ccccc1	-25%	1%	0	16%	4%	-4%	-14%
CCCc1ncncc1C(=O)N1C[C@@H](C)[C@](O)(C2CC2)C1	3%	1%	1	10%	i	3%	-7%
COc1ccc(CNC(=O)C2CC(=O)N(c3n[nH]c4cccc(F)c34)C2)cc1OC (stereo not drawn)	-4%	13%	-1	5%	-7%	1%	0%
Cc1ccc(CCNC(=O)c2cc3c(N4CCCC4)nc(C)cn3n2)cc1	?	-3%	-7	-2%	-5%	?	9%
Cc1ccc(-c2nnc(SCC(=O)NC(C)(C)C)nc2-c2ccc(C)cc2)cc1	.	-3%	16	71%[activator]	.	.	.
COc1ccc(CN(C(=O)Cc2coc3ccc(C)cc23)C2CCS(=O)(=O)C2)cc1 (stereo not drawn)	.	-4%	-10	0%	.	.	.
CCCC(=O)NC1CCN(c2ccc(C)cc2)C1=O (stereo not drawn)	4%	5%	6	23%	4%	-3%	-2%
Cc1ccc(-n2c(=O)c3ccc(C(=O)NCc4ccco4)cc3n(Cc3ccccc3Cl)c2=O)cc1	.	4%	7	2%	.	.	.
N[C@H]1CCN2C(=O)c3cc(-c4ccc5c(c4)OCO5)ccc3NC(=O)[C@H]12	?	-13%[87.6 µM]	-30*	8%[87.6 µM]	-2%[88.5 µM]	-4%[172 µM]	-22%[172 µM]
CCOc1ccc(OCC)c(Nc2nc3ccc(C(=O)c4ccccc4)cc3n3cnnc23)c1	.	10%	16	?	.	.	.
Cc1ccc(S(=O)(=O)c2nc(S(=O)(=O)c3ccc(C)cc3)c(NCCCOC(C)C)s2)cc1	.	-1%	-5	3%	.	.	.
Cc1ccccc1CN1CCN(C(=O)CN2CCCC2=O)CC(O)C1 (stereo not drawn)	i	3%	-3	33%[activator]	1%	i	4%
O=C(CCCc1ccccc1)N1C[C@@H](CN2CCOCC2)[C@@H](CO)C1	-2%	8%	0	-9%	-2%	1%	7%
O=C(C1CC(=O)N(C2CC2)C1)N1CCC(Oc2ccccc2Cl)CC1 (stereo not drawn)	-28%	1%	-1	7%	-17%	-30%	-15%
Cc1ccc(Cl)cc1NC(=O)CSc1nc2c(c(=O)[nH]1)CN(Cc1ccccc1)CC2	.	7%	15	-17%	.	.	.
CCc1ccccc1-n1nnc(-c2nsc(NC(=O)c3ccc(C)c(C)c3)n2)c1C	.	-13%	4	?	.	.	.
O=C(Nc1ccccc1[N+](=O)[O-])c1csnn1	.	-3%	-19	87%[activator]	.	.	.
Cc1nn(C(=O)CCCC(=O)N2CCC(CCOc3ccccc3)C2)c2ccccc12 (stereo not drawn)	?	-2%	6	-26%	i	?	-1%
Cn1nc(-c2ccc(OCC(=O)Nc3ccccc3)cc2)c2ccccc2c1=O	.	-5%	-6	-10%	.	.	.
CCOc1ccc2c(n1)CCN(C(=O)c1ccc(C)cc1)C2	-20%	9%[12.5 µM]	-8	-22%	-1%	-8%	-32%
COc1ccccc1CN1C[C@H](O)C[C@H]1c1nc(C2CC2)no1	i	1%[87.6 µM]	-5	-15%[87.6 µM]	i	-2%[172 µM]	11%[172 µM]
CCC(=O)N1CCc2c(C(=O)NCc3cc(OC)ccc3OC)cccc21	-18%	2%	-7	46%[activator]	-20%	?	11%
Cc1cc(C)n(CCc2nc3c4ccccc4nc(N4CCN(c5cccc(C)c5C)CC4)n3n2)n1	.	10%	9	13%	.	.	.
Cc1ccc(N(C)S(=O)(=O)c2ccc3c(c2)C(C)(C)C(=O)N3C)cc1C	.	4%	-3	0%	.	.	.

Part of the list above, reformatted.
Cc1nn(C(=O)CCCC(=O)N2CCC(CCOc3ccccc3)C2)c2ccccc12 (stereo not drawn)
- NIH3T3 tox = ?
- HEK293 viab = -2%
- IP6K1 inh = 6
- SNCA expr inh = -26%
- GPT2 inhibitor = i
- HEK cytotox = ?
- Luciferase inh = -1%
Cc1ccc(Cl)cc1NC(=O)CSc1nc2c(c(=O)[nH]1)CN(Cc1ccccc1)CC2
- NIH3T3 tox = .
- HEK293 viab = 7%
- IP6K1 inh = 15
- SNCA expr inh = -17%
- GPT2 inhibitor = .
- HEK cytotox = .
- Luciferase inh = .
COc1ccccc1CN1C[C@H](O)C[C@H]1c1nc(C2CC2)no1
- NIH3T3 tox = i
- HEK293 viab = 1%[87.6 µM]
- IP6K1 inh = -5
- SNCA expr inh = -15%[87.6 µM]
- GPT2 inhibitor = i
- HEK cytotox = -2%[172 µM]
- Luciferase inh = 11%[172 µM]
CCOc1ccc2c(n1)CCN(C(=O)c1ccc(C)cc1)C2
- NIH3T3 tox = -20%
- HEK293 viab = 9%[12.5 µM]
- IP6K1 inh = -8
- SNCA expr inh = -22%
- GPT2 inhibitor = -1%
- HEK cytotox = -8%
- Luciferase inh = -32%

Next part.
SMILES	NIH3T3 tox	HEK293 viab	IP6K1 inh	SNCA expr inh	GPT2 inhibitor	HEK cytotox	Luciferase inh
CCOC(=O)C1CCCN(C(=O)Cn2ncc3c4ccccc4n(Cc4ccc(F)cc4)c3c2=O)C1 (stereo not drawn)	.	11%	12	-22%	.	.	.
O=C(NCCC1=CCCCC1)C1(CCO)CCN(c2ncccn2)C1 (stereo not drawn)	-18%	?	-6	-27%	i	-6%	-14%
O=C(Cc1cccc(F)c1)N1CCCC(c2noc(COc3ccccc3)n2)C1 (stereo not drawn)	?	2%[12.5 µM]	27	29%	i	?	-22%
CS(=O)(=O)N1C[C@H]2CCN(C(=O)c3c(F)cccc3F)C[C@H]21	-21%	-2%[12.5 µM]	26	10%	-7%	-15%	1%
O=S(=O)(Nc1cc(F)ccc1F)c1ccc2[nH]c3c(c2c1)CCCCC3	.	-5%	6	-15%	.	.	.
Cc1cc(NC(=O)CN2C(=O)NC3(CCCCC3)C2=O)ccc1Br	?	-1%	10	-19%	i	?	3%
Cc1cc(C(=O)N2CCn3nc(C(O)CO)cc3C2)c2c(C)noc2n1 (stereo not drawn)	0%	2%	11	8%	?	5%	-9%
CS(=O)(=O)c1cccc(-c2nnc(NC(=O)c3ccc4c(c3)OCCO4)o2)c1	.	-7%	4	-4%	.	.	.
Cc1noc(C)c1-c1cc(-c2cccnc2)cn2cncc12	?	11%[87.6 µM]	-21	2%[87.6 µM]	?	?	-19%[230 µM]
O=C1CN(C(=O)COc2ccccc2)C(c2ccc(F)cc2)c2cc(Br)ccc2N1 (stereo not drawn)	.	-19%	-13	-14%	.	.	.
Fc1ccc([C@@H]2Nc3ccccc3[C@@H]3C=CC[C@@H]32)cc1	.	-16%	10	11%	.	.	.
COc1ccc(-n2nc(C3CCCN(C(=O)c4ccccc4)C3)[nH]c2=O)cc1 (stereo not drawn)	-3%	-8%	10	-25%	i	i	1%
COc1cccc(CN2Cc3nc(-c4cc(F)cc(F)c4)ccc3OCC2=O)c1	?	?	5	?	-27%[88.5 µM]	63µM*	9%[172 µM]
Cn1c(SCC(=O)N2CCOCC2)ncc(C(=O)Nc2ccccc2)c1=O	.	-6%	2	37%[activator]	.	.	.
Cc1ccc(C)c(Nc2nn3c(=O)c4cc5c(cc4nc3s2)OCO5)c1	.	-13%	-13	22%	.	.	.
CC(=O)N1CCc2nn(CC(=O)Nc3cccc(F)c3)c(=O)cc2C1	2%	5%	0	-32%	-4%	0%	-9%
CC(C)OCCCNC(=O)C1CCCN1Cc1ccc(-c2cncnc2)cc1 (stereo not drawn)	-16%	2%	-3	-14%	-2%	-1%	.
CCOC(=O)c1c(C)c(-c2ccccc2)n(CC(=O)NC2CCCCCC2)c1C	.	27%	-6	153%[activator]	.	.	.
C=C1C(=O)O[C@@H]2CC(C)=C([C@@H](C)CCCOC(C)=O)[C@@H](O)[C@H]12	.	-26%	1	.	0%[27.3 µM]	.	.
O=C(c1ccccc1Cl)N1CCCC2(CNc3ncccc3[S+](=O)([O-])N2)C1 (stereo not drawn)	-1%	.	-1	.	.	-7%	.
Cc1cc2c(cc1NS(=O)(=O)c1ccc(Br)cc1)n(C)c(=O)c(=O)n2C	.	5%	3	2%	.	.	.
O=C(NCc1nnc2c(-c3nc(C4CC4)no3)cccn12)c1ccc(F)cc1	-25%	-7%	3	-11%	-3%	?	4%
CCn1cc(CN2CCC3(CC2)CC(C(=O)N2CCOCC2)N(C)C3)c(C)n1 (stereo not drawn)	-22%	19%	8	-18%	5%	0%	.
O=C1CC2CCCC(C1)N2[S+](=O)([O-])c1cc(C(F)(F)F)cc(C(F)(F)F)c1	-16%	3%	4	22%	?	-18%	-6%
O=C(Nc1cc(F)cc(F)c1)N1CCCC2(C1)Nc1cccnc1NC2=NC1CCCC1 (stereo not drawn)	?	-14%	0	-17%	-26%	40µM*	-2%
O=C(C1CCCC1)N1CCC2(C1)C(=O)N(CCc1ccccc1)c1ccccc12 (stereo not drawn)	?	8%&-12%	-9&15	15%&-15%	2%	40µM*!	3%&-7%
CC(C)C1=NOC2(CCN(C(=O)c3ccccn3)C2)C1 (stereo not drawn)	-1%[138 µM]	2%[87.6 µM]	8	20%[87.6 µM]	i	i	.
CN(C)C[C@H]1O[C@H](Cc2cc(CN(C)Cc3ccccc3)on2)CC[C@@H]1O	?	5%[87.6 µM]	14	39%[activator][87.6 µM]	5%[88.5 µM]	i	-7%[172 µM]
O=C(c1nc(-c2ccsc2)c2ccccn12)N1CCOCC1	?	-8%[87.6 µM]	9	-5%[87.6 µM]	4%[88.5 µM]	?	2%[172 µM]
COCCn1c2c(c(=O)n1-c1ccccc1)CCN(C(=O)c1nc3ccccc3[nH]1)C2	89µM*	6%[87.6 µM]	18	?	-9%[88.5 µM]	-9%[172 µM]	14%[172 µM]
CCOc1ccccc1C1CC(=O)NC(C)=C1C(=O)OCc1ccc(C)cc1 (stereo not drawn)	.	1%	12	-12%	.	.	.
CN1CCCC1c1nc(C2CN(S(=O)(=O)c3ccc4c(c3)CCC4)C2)no1 (stereo not drawn)	-28%	0%[12.5 µM]	4	35%	-3%	?	-11%

Screening data: PubChem, National Center for Advancing Translational Sciences (NCATS)
